# PRMT1 inh = PRMT1 (human) inhibition, primary screen. Q99873. recombinant PRMT1, activity-based probe fluorescence polarization. inhibition, % at 2.79 µM. actives 1.3% (n = 370,000). AID 652257;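 active means inhibition above about 21% made by adding two undisclosed values, limit read from the data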
# Target sequence (Q99873 whole entry, looked up): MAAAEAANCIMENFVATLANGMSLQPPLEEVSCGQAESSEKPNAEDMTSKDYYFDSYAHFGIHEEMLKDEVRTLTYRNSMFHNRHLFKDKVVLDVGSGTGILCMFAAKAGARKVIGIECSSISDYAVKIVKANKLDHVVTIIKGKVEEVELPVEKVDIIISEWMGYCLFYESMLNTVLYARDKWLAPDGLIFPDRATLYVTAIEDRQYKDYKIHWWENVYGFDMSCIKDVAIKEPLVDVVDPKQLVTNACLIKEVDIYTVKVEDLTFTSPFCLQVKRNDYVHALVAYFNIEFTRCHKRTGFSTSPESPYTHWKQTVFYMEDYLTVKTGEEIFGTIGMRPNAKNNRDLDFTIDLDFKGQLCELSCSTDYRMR
# Tn6 DDE FP = disrupts Tn6 cyclic peptide binding to fibrin D-Dimer-E complex | actives 0.21% (n = 370,000) | P02675 | AID 720509 | inhibition, % at 8.3 µM | Fibrin DD(E) TRITC-Tn6 fluorescence polarization displacement;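 active means inhibition above a per-campaign cutoff: mean of compounds within control limits plus 3 SD, cut at about 15% in these data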;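 further: 0% = median of all compound wells on the plate and 100% = blocking peptide control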
# SIAE primary = inhibitors of human sialic acid acetylesterase SIAE | SIAE FP-Rh probe binding, fluorescence polarization | inhibition, % at 9.66 µM | actives 0.69% (n = 370,000);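 active means inhibition above a cutoff: mean of compounds within the control limits plus 3 SD of those, cut at about 17% in these data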;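 further: 0% = plate median of compound wells and 100% = probe without SIAE protein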
# Target sequence (Q9HAT2 whole entry, looked up): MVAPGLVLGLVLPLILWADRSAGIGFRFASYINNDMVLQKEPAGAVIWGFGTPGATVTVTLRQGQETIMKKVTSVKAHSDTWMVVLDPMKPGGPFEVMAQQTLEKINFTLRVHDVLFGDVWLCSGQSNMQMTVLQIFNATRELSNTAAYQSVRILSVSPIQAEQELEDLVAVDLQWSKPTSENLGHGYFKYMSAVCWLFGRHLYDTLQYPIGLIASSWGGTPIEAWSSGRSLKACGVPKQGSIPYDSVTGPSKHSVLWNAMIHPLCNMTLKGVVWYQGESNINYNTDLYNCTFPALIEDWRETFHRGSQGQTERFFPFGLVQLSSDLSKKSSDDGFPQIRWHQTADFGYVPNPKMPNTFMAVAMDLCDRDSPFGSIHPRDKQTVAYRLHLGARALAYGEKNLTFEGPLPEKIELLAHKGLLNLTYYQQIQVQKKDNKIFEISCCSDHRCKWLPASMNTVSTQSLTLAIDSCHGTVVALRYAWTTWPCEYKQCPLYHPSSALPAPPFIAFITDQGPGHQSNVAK
# UHRF1 binding = UHRF1 methyl-DNA binding inhibition. inhibition, % at 4.4 µM. UHRF1 binding to methylated oligo, TR-FRET. actives 0.75% (n = 370,000). Q96T88; in the data active means inhibition above about 21%;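 further: UHRF1 SRA domain binding a hemimethylated CpG hairpin DNA probe; 0% = median of test compound wells and 100% = reference inhibitor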
# TDP2 absorb = blocks human TDP2 phosphodiesterase activity; actives 0.34% (n = 370,000); inhibition, % at 12.8 µM; recombinant TDP2, T5PNP hydrolysis, p-nitrophenol absorbance 415 nm; O95551;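 active means inhibition above the mean of all tested compounds plus 3 SD, set per campaign, cut at about 25% in these data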;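 further: 0% = DMSO with enzyme and 100% = buffer with substrate but no TDP2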
#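 Evaluation: % inhibition relative to enzyme-containing and enzyme-free wells. Material: recombinant human TDP2. Benchmarks: enzyme-free and DMSO wells. Timing: enzyme reaction with compound for 2 h at 37 °C. Compound dosing: 12.8 µM only. Measured by: p-Nitrophenol epi absorbance. Reagent: T5PNP substrate at 5 mM, a TopII-DNA adduct mimic. Replication: single well per compound.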
# proKLK7 act = activators of human kallikrein-7 zymogen; P49862; purified proKLK7, EDANS-DABCYL substrate fluorescence; 100% is mature enzyme control, 0% vehicle; activation, % at 7 µM; actives 0.9% (n = 370,000); AID 652039;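 active means activation above the mean of all tested compounds plus 3 SD, computed per campaign excluding outliers beyond control limits, cut at about 13% in these data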
# TCR-CD3 inh = inhibitors of human TCR-CD3 interaction | TAMRA-labeled TCR probe fluorescence, biochemical | inhibition, % at 9.4 µM | actives 0.37% (n = 360,000); in the data active means inhibition above about 19%;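 further: recombinant mutant TCR 2C K166C tagged with TAMRA read by polarization; 0% = receptor in buffer alone and 100% = receptor with positive control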
# MBD2 DNA inh = MBD2-methylated oligo binding inhibition. Q9UBB5. TR-FRET, MBD2 binding to methylated oligonucleotide. inhibition, % at 4.4 µM. actives 0.31% (n = 370,000); in the data active means inhibition above about 13%
# DDE Tn7 FP inh = DD(E)-Tn7 binding inhibition, primary FP screen | P02675 | FP displacement of FITC-Tn7 peptide from fibrin DD(E); 0% = median of compound wells per plate | inhibition, % at 8.3 µM | actives 0.13% (n = 370,000) | AID 720508;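 active means inhibition above the mean of compounds falling within the control limits plus 3 SD of them, cut at about 14% in these data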;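 further: 0% = plate median of compound wells and 100% = 10 µM Aha-Tn7 peptide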
#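 System: human fibrin DD(E); quantity: Fibrin-DD(E) at 2 µM final; also added: fluorescent Tn7 probe at 0.1 µM; compound dosing: single nominal test concentration of 8.3 µM per compound; schedule: 10 min preincubation, 3 h with tracer, room temperature; detection: fluorescence polarization of the labelled Tn7 tracer; repeats: one replicate per compound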
# LEDGF integ inh = blocks HIV-1 LEDGF/p75-dependent DNA integration; TR-FRET IN-LEDGF/p75 DNA integration, Eu/Cy5; inhibition, % at 3.7 µM; actives 0.64% (n = 370,000); AID 743269;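 active means inhibition above the screen-wide mean plus 3 SD, cut at about 13% in these data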;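 further: signal is the Cy5 over europium emission ratio at 671 and 618 nm; 0% = plate median of compound wells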
# Starred values were filed as active, the others as inactive; / = no result given.
item	Molecule	PRMT1 inh	Tn6 DDE FP	SIAE primary	UHRF1 binding	TDP2 absorb	proKLK7 act	TCR-CD3 inh	MBD2 DNA inh	DDE Tn7 FP inh	LEDGF integ inh
1	COc1ccc2nc(NC(=O)/C=C/c3ccc4c(c3)OCO4)sc2c1	2	-7	5	3	-4	-0.3	-3	4	0	-2
2	CC(=O)c1ccc(NC(=O)COC(=O)CCN2C(=O)c3cccc([N+](=O)[O-])c3C2=O)cc1	2	1	2	-4	18	1.1	1	3	-1	-1
3	O=S(=O)(Nc1ccccc1)c1ccc(-c2cnc(C3CC3)o2)cc1	1	-2	-8	2	-2	0.3	-6	0	5	-5
4	Fc1ccc(NC(=S)Nc2cccc3ccccc23)cc1F	2	0	1	-2	-4	-16	4	-2	9	-4
5	COc1cccc2cc(C(=O)NCc3ccccc3Br)c(=O)oc12	-1	4	3	0	12	-0.1	6	-3	4	1
6	Cn1nc(-c2ccccc2)c(CN2CCN(c3ncccn3)CC2)c1Cl	0	1	5	34*	12	0.2	9	7	8	7
7	CCCc1nc2nc(C)c(NS(=O)(=O)c3ccc(C(C)(C)C)cc3)c(=O)n2[nH]1	0	-3	0	-2	10	-0.4	-2	0	-2	0
8	COc1ccc(NC(=O)N2CCCC2C(=O)NCc2ccc(C)cc2)cc1 (stereo unspecified)	-1	6	-1	1	-11	-0.2	2	2	-2	-4
9	COc1ccc(-c2csc3ncnc(N4CCN(S(=O)(=O)c5ccc(C)c(C)c5)CC4)c23)cc1	-2	-8	18*	0	11	-0.3	-5	0	-1	0
10	CC(=O)c1ccccc1NC(=O)COC(=O)c1cc[n+]([O-])cc1	1	0	4	-2	2	1.5	3	1	8	-2
11	Cc1ccc(OCCC(=O)OCC(=O)NC(=O)c2ccccc2)cc1	-3	0	2	2	-9	0.9	6	0	8	-3
12	C#C[C@]1(OC(C)=O)CCC2C3CCC4=CC(=O)CC[C@@H]4C3CC[C@@]21C (stereo partly specified)	-1	-1	5	0	3	-0.1	10	-1	4	0
13	O=C(NCC(c1ccco1)N1CCc2ccccc21)c1cccc(F)c1 (stereo unspecified)	-2	-1	9	0	2	-0.7	3	-2	5	0
14	Cc1ccc(NS(=O)(=O)c2c(C)nc3sccn3c2=O)cc1	-2	4	-1	0	-12	0.1	-7	-6	-3	7
15	CCN(Cc1ccccc1)S(=O)(=O)c1cc2c3c(c1)CCN3C(=O)CC2	7	-3	-8	8	-4	-0.4	0	10	3	-4
16	CCOc1cc(/C=C(\CC(=O)O)c2nc3ccccc3s2)ccc1OCC(=O)Nc1cccc(C(F)(F)F)c1	5	11	-12	2	4	-1.4	2	1	0	-2
17	COc1cc2c(cc1OC)CN(C(=O)C1CCN(S(=O)(=O)c3ccccc3F)CC1)CC2	2	3	1	2	2	-0.5	-2	2	6	0
18	Cc1cc(NC(=O)c2cc(-c3ccncc3)nc3ccccc23)ccc1Br	0	-7	-76	0	-1	-1.7	4	4	10	-2
19	Cc1nn(CC(=O)Nc2ccc(F)cc2)c(=O)c2ccccc12	-1	6	-2	-2	19	0.4	6	3	5	0
20	COc1ccccc1C(=O)N/N=C1/NC(=O)CC(C(=O)Nc2ccccc2)S1 (stereo unspecified)	5	-6	-1	0	-3	-0.2	1	-2	8	-6
21	CC(=O)NS(=O)(=O)c1ccc(N=NN2CCCCC2)cc1	2	3	-2	1	2	-0.6	-2	0	4	-3
22	Cc1cc(NS(=O)(=O)c2ccc(NC(=O)Cc3ccccc3)cc2)no1	4	-4	-4	-2	2	-0.5	/	-4	5	-3
23	Cc1ccc(C(=O)NC(=S)Nc2cccc3nsnc23)cc1	2	-3	-1	-3	-3	0.7	-6	3	1	-1
24	COc1cccc(-c2cc3nc(Nc4ccc(OC)c(OC)c4)n(C)c(=O)c3s2)c1	0	-7	1	-4	4	0.5	-1	-5	-5	0
25	CC1(C)S[C@@H]2[C@H](NC(=O)C(NC(=O)N3CCNC3=O)c3ccccc3)C(=O)N2[C@H]1C(=O)O (stereo partly specified)	-2	2	3	3	-19	0.0	-10	3	-9	5
26	COc1cc(C(=O)OCCn2c(=O)c3c(ncn3CCN(C)C)n(C)c2=O)cc(OC)c1OC	-2	-6	3	1	-5	0.2	8	-1	-6	3
27	Fc1ccccc1C1c2cccn2CCN1C(=S)Nc1ccc(Br)cc1 (stereo unspecified)	3	-7	-3	-4	-1	0.6	1	3	3	-5
28	Cc1ccc(CNC(=O)C2CCN(C(=O)Nc3ccc(C)cc3)CC2)cc1	0	0	6	0	-4	0.3	8	4	1	1
29	CS(=O)(=O)c1ccc(Cl)c(NC(=O)c2cc(S(=O)(=O)N3CCOCC3)ccc2N2CCCC2)c1	6	-8	1	4	-7	0.6	-9	7	1	6
30	O=C(Nc1ccc([N+](=O)[O-])cn1)c1cc(-c2cccc(Br)c2)nc2ccccc12	-1	-1	3	5	-9	-0.3	-6	-2	-2	2
31	O=C(NNC(=O)C1[C@H]2CCCC[C@@H]12)c1ccc(=O)oc1 (stereo partly specified)	-4	7	-2	-2	-1	-0.5	6	4	-6	4
32	CCN(CC)C(=O)c1cc(Cl)ccc1NC(=O)c1ccco1	-1	-6	-6	1	0	0.1	3	-3	-3	3
33	CCCCCCN(C(=O)CCCCCN1C(=O)NC(c2ccc([N+](=O)[O-])cc2)C(C(=O)OCc2ccccc2)=C1C)C(C(=O)NCCCC)c1ccc(OCC(=O)OC)c(C(=O)OC)c1 (stereo unspecified)	2	-9	-6	0	-1	-0.2	-4	1	1	3
34	Cc1cnc(CNC(=O)C2CCC(=O)N(Cc3ccc(Cl)cc3)C2)[nH]1 (stereo unspecified)	-5	-5	10	0	3	-0.4	3	-3	1	-1
35	C(#CCN1CCOCC1)CCCN1CCOCC1	-2	1	4	0	4	-0.5	5	0	-5	2
36	O=C(CSc1nnc(-c2cccs2)n1-c1ccccc1)NCc1ccc2c(c1)OCO2	2	12	-2	1	-6	-1.2	-1	6	2	-1
37	C[C@H]1CN=C(N(C)C)N1CCCCc1ccccc1	0	6	-1	-2	-2	-0.1	6	-7	16*	0
38	COc1ccc(N(CC(=O)Nc2cc(C)cc(C)c2)S(=O)(=O)c2ccccc2[N+](=O)[O-])c(OC)c1	-6	-5	-10	-4	-7	0.1	0	-5	-11	5
39	CN(C)c1ccc(/C=C/c2cc[n+](C)cc2)cc1	1	8	-117	-52	4	-0.7	-51	-22	-29	-5
40	NNC(=O)Cc1cn(-c2ncc(C(F)(F)F)cc2Cl)c2ccccc12	-3	-2	-10	-1	0	-4.2	3	-1	-7	-3
41	COc1cc2ccc(CC(N)=O)cc2cc1OC	12	0	-7	4	-13	-0.6	-2	6	7	-1
42	CCCCN1CC(COCc2ccccc2)Oc2cccc(NCc3ccc(OC)cc3)c2S1(=O)=O (stereo unspecified)	-4	0	-1	12	6	-0.5	2	-1	3	7
43	Nc1cccc(-c2nc3ccccc3[nH]2)c1	2	-8	0	2	5	-0.6	1	0	6	-3
44	Cc1c(C(C)c2ccccc2O)c2ccccc2n1C (stereo unspecified)	10	-6	4	-3	4	2.9	/	4	-2	-4
45	CN(C)S(=O)(=O)c1cccc(NS(=O)(=O)c2ccc(Cl)s2)c1	-5	4	2	3	-3	-0.7	-5	0	4	2
46	CN(Cc1cc2ccccc2[nH]c1=O)C(=O)C1CCCCC1	-3	-10	5	0	2	-0.1	0	1	-6	-1
47	O=C(C1CCN(S(=O)(=O)N2CCOCC2)CC1)N1CCc2ccccc21	2	6	1	0	-4	-0.8	-4	0	3	-1
48	O=C(OCC(=O)N1CCN(c2ccccc2)CC1)c1cccc(Cl)c1	0	-1	-7	-2	-8	-0.9	5	2	1	-5
49	O=C(CCn1nnc2ccccc21)Nc1nnc(COc2ccccc2F)s1	2	-2	-15	3	-6	-0.3	-4	2	7	-5
50	O=C(CN1C(=O)c2ccccc2C1=O)Nc1cccc(Cl)c1	2	-3	-8	1	-4	0.5	-3	3	-2	-3

# Continued:
item	Molecule	PRMT1 inh	Tn6 DDE FP	SIAE primary	UHRF1 binding	TDP2 absorb	proKLK7 act	TCR-CD3 inh	MBD2 DNA inh	DDE Tn7 FP inh	LEDGF integ inh
51	CCN1CCN(S(=O)(=O)c2ccc(Cl)c(C(=O)NC3CCC(C)CC3)c2)CC1 (stereo unspecified)	1	-1	-7	14	0	0.7	6	5	-1	3
52	Cc1ccc(Cn2c(SCC(=O)NCC3CCCO3)nc3ccsc3c2=O)cc1 (stereo unspecified)	0	-1	-4	-1	14	0.5	-2	-1	3	-1
53	O=c1oc2ccccc2n1Cn1c(=O)oc2ccccc21	0	5	-4	1	-6	0.4	5	1	-4	2
54	Cc1cc(S(=O)(=O)Nc2ccc(N3CCOCC3)cc2)ccc1Br	29*	-2	10	-1	12	0.0	5	-1	3	-1
55	COc1ccc(/C=N/NC(=O)c2c(C)n(C)c3ccc(OC)cc23)c(OC)c1	-5	2	0	-2	-2	0.2	3	-1	2	-1
56	O=C(Nc1ccc(C(=O)c2ccccc2)cc1)c1ccccc1	-3	-7	-3	12	5	0.4	-4	-3	-10	6
57	Cc1cccc(NC(=O)c2nc[nH]c2C(=O)N2CCC(C)CC2)c1	0	7	-2	-1	0	-0.2	6	-2	7	0
58	Cc1cccc(OCc2nc(C#N)c(NCc3ccc4c(c3)OCO4)o2)c1	12	-1	2	-2	12	0.2	5	0	2	-3
59	CC(C)CC(c1nnnn1C(C)C)N1CCN(c2cccc(Cl)c2)CC1 (stereo unspecified)	-2	1	-1	-2	-1	0.2	9	2	0	3
60	CCOc1cc(/C=N/N=C(\N)c2nonc2N)cc(Br)c1OCc1cccc2ccccc12	-1	5	-5	0	9	-0.3	4	-3	-1	-1
61	CC1=C(C(=O)N2CCOCC2)CC(CC(=O)NCc2cccc3ccccc23)C(=O)N1CCCN1CCCC1=O (stereo unspecified)	-1	3	-1	-2	13	1.1	6	-1	-3	3
62	CC1=C(C(=O)OC(C)C)C(c2ccccc2)NC(=S)N1C (stereo unspecified)	2	6	1	17	7	0.4	-4	1	3	-3
63	CC(C)C(=O)Nc1ccc(S(=O)(=O)N2CCC(c3nc4ccccc4[nH]3)CC2)cc1	-9	1	-6	-3	5	0.3	6	-6	7	6
64	COc1ccc(/C=C(\NC(=O)c2ccc(Cl)cc2)C(=O)NCCCN2CCOCC2)cc1OC	-2	-2	6	-4	-10	0.2	4	-1	2	0
65	CCc1cc(=O)oc2cc(OC(C)C(=O)NCCCn3ccnc3)ccc12 (stereo unspecified)	-2	5	0	-1	-8	0.8	4	-1	0	-1

# Taken from above:
# `Cc1ccc(Cn2c(SCC(=O)NCC3CCCO3)nc3ccsc3c2=O)cc1` (stereo unspecified) in TCR-CD3 inh is entered as -2
# `Cc1c(C(C)c2ccccc2O)c2ccccc2n1C` (stereo unspecified) in MBD2 DNA inh is entered as 4

# Source: PubChem BioAssay
